# Screening results as filed in PubChem.
# MLLE-PAM2 inh: inhibitors of PABP1 MLLE–PAM2 peptide binding, primary screen, biochemical, fluorescence polarization, FITC-PAM2, GST-MLLE. Polyadenylate-binding protein 1 (Homo sapiens), P11940. 360,000 compounds, 0.36% hits. inhibition, % at 20 µM; in the data active means inhibition above about 35%, passing the limit was not always enough;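 further: plate controls were DMSO wells with GST-MLLE for no effect and wells lacking GST-MLLE protein for full effect; some results filed as inactive read as strong as hits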
# SUMO1 PPI mod: modulators of SUMO1 protein-protein interactions, primary screen, biochemical, uHTS; SUMO1 binding to a labelled peptide, TR-FRET, 1 h; inhibition, % at 20 µM; 360,000 compounds, 0.33% hits; AID 602429, 2012; in the data active means inhibition above about 37%
# STEP inh: STEP phosphatase inhibitors, primary screen, biochemical, fluorescence intensity, uHTS. Tyrosine-protein phosphatase non-receptor type 5 (Homo sapiens), P54829. inhibition, % at 20 µM. 360,000 compounds, 0.25% hits. recombinant STEP, OMFP fluorogenic substrate;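 active means inhibition at 20 µM, scaled per plate between control wells, above about 37%, limit read from the data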;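 further: 0% = DMSO with enzyme and substrate and 100% = substrate only without enzyme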
# Target sequence (P54829 whole entry, looked up): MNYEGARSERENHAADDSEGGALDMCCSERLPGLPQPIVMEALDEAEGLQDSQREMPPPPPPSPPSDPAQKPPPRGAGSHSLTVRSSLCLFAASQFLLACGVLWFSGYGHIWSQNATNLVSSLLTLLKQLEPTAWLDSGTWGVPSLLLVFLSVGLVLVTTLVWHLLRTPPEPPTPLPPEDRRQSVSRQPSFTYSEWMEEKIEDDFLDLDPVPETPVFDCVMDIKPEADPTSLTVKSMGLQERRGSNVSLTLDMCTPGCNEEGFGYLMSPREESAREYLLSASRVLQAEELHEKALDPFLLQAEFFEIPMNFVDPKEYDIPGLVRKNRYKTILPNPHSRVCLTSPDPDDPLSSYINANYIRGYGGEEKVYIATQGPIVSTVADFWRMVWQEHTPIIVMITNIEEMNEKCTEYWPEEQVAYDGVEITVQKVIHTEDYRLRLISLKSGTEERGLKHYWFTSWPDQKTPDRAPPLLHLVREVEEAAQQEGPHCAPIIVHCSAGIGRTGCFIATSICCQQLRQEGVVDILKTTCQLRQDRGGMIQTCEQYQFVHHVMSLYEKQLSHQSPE
#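 medium = Bis-Tris buffer pH 6.0, 2.5 mM DTT, 0.005% Tween 20 | test system = STEP (striatal-enriched tyrosine phosphatase) enzyme, cell-free | measure = normalized % inhibition | compound dosing = 20 µM, 1% DMSO | also added = 25 µM OMFP | schedule = reaction 20 min, ambient temperature | measured by = fluorescence read at 480 nm ex / 540 nm em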
# NadD inh: inhibitors of S. aureus NadD, primary screen, biochemical, colorimetric, uHTS | Nicotinate-nucleotide adenylyltransferase NadD (Staphylococcus aureus N315) | purified NadD enzyme, colorimetric absorbance read-out | inhibition, % at 20 µM | 360,000 compounds, 0.78% hits | AID 602399, 2012; in the data active means inhibition above about 26%; further: some compounds past the cut are filed as inactive
# Scp1 inh: Scp-1 phosphatase inhibitors, primary screen, biochemical, colorimetric, uHTS; inhibition, % at 20 µM; 340,000 compounds, 0.88% hits; Recombinant Scp1, phosphopeptide, malachite green phosphate absorbance;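 active means inhibition above about 50% at 20 µM, limit read from the data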;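 further: plate controls were DMSO wells with enzyme for no effect and wells lacking enzyme for full effect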
#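 Test system: SCP-1 catalytic domain; Buffer or medium: Acidic Tris acetate buffer with magnesium and detergent; Also added: Phosphorylated 17-residue peptide substrate; Compound: single 20 µM dose, 1% DMSO; Schedule: enzyme reaction 45 min at room temperature, colour 5 min, stabilisation 30 min; Signal: Phosphate-binding colour reagent, absorbance read at 630 nm.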
# Tb MetRS inh: T. brucei MetRS inhibitors, primary screen, biochemical, luminescence. methionyl-tRNA synthetase (Trypanosoma brucei brucei). purified T. brucei MetRS, ATP depletion, Kinase-Glo luminescence. inhibition, % at 11.9 µM. 360,000 compounds, 0.4% hits. AID 624268, 2012;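 active means inhibition above a per-plate cutoff of the control wells' mean inhibition plus 3 SD, cut at about 5.5% in these data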;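 further: 0% = DMSO wells median and 100% = median of wells with control inhibitor compound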
#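 technique = Kinase-Glo luminescence, ATP depletion format | system = purified MetRS (methionyl-tRNA synthetase) enzyme from Trypanosoma brucei | timing = 15 min preincubation, 2 h reaction, all 25 °C | evaluation = percent inhibition versus plate control medians | dosing = single dose, 11.9 µM final nominal, 0.9% final DMSO | also added = substrates ATP, L-methionine and bulk Escherichia coli tRNA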
# DNMT1 inh: human DNMT1 methyltransferase inhibitors, primary screen, biochemical, molecular beacon, fluorescence, HinP1I cleavage, uHTS; DNA (cytosine-5)-methyltransferase 1 (Homo sapiens), P26358; inhibition (reported as % activation of signal), % at 10 µM; 360,000 compounds, 0.83% hits; AID 588458, 2011; in the data active means inhibition above about 50%
# CSN inh: inhibitors of CSN-mediated cullin deneddylation, primary screen, biochemical, fluorescence polarization, uHTS | Purified CSN, SCF-Nedd8-OG deneddylation | 360,000 compounds, 0.38% hits | COP9 signalosome complex subunit 5 (Homo sapiens), Q92905 | inhibition, % at 12.5 µM;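 active means pattern-corrected inhibition above about 35%, with an unprinted fluorescence ratio check between 0.5 and 1.5, limit read from the data, passing the limit was not always enough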;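 further: 0% = enzyme with substrate and 100% = substrate without enzyme; some results filed as inactive read as strong as hits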
#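 Test system: purified human Csn5 enzyme expressed in HEK293T cells. Amount: 0.24 nM enzyme. Reagent: SCFSkp2-Nedd8OG substrate at 10 nM final. Schedule: 90 min incubation of compound, enzyme and substrate at room temperature. Detection: fluorescence polarization. Read-out: % inhibition of substrate cleavage by Csn5.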
# Rpn11 block: Rpn11 (PSMD14) deubiquitinase inhibitors, primary screen, biochemical, fluorescence polarization, uHTS. 26S proteasome non-ATPase regulatory subunit 14 (Homo sapiens), O00487. human 26S proteasome, Ub4-pepOG fluorescence polarization; 20S core pre-blocked with epoxomicin. calls only at 20 µM. 360,000 compounds, 0.59% hits;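 active means inhibition at 20 µM, scaled to each plate's controls, above about 33%, limit read from the data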
# Target sequence (O00487 whole entry, looked up): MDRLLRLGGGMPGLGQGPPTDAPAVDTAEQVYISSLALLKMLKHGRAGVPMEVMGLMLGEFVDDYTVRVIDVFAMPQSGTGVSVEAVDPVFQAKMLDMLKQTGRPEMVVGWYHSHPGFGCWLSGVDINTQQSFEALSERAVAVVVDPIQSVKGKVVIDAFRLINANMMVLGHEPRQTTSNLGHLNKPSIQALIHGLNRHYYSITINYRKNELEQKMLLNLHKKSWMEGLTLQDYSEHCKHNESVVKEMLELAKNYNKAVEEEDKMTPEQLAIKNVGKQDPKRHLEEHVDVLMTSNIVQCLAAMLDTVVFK
# LMPTP block: LMPTP phosphatase inhibitors, primary screen, biochemical, fluorescence intensity, uHTS. Low molecular weight phosphotyrosine protein phosphatase (Homo sapiens), P24666. recombinant LMPTP-A, OMFP fluorogenic substrate. inhibition, % at 20 µM. 360,000 compounds, 0.22% hits. AID 651560, 2012;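 active means compounds that cut the enzyme signal by at least half of the control window in the single-dose screen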;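 further: plate controls were DMSO wells with enzyme plus substrate for no effect and substrate without enzyme for full effect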
# Target sequence (P24666 whole entry, looked up): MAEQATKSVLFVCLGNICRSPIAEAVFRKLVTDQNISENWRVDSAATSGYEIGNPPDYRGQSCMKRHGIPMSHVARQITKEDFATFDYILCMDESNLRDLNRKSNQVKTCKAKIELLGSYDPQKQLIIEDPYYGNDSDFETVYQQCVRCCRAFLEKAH
#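 test system = LMPTP-A | amount = 0.625 nM LMPTP-A final | reagent = fluorogenic phosphatase substrate OMFP at 400 µM final | incubation = 50 min at room temperature | benchmarks = no-enzyme low control, uninhibited high control | medium = Bis-Tris pH 6.0, DTT, detergent | signal = fluorescence intensity of OMFP turnover product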
# Starred values were filed as active, the others as inactive; i = inactive; · = not tested or not shown.
SMILES,MLLE-PAM2 inh,SUMO1 PPI mod,STEP inh,NadD inh,Scp1 inh,Tb MetRS inh,DNMT1 inh,CSN inh,Rpn11 block,LMPTP block
CCCN(CCC)C(=O)C1CCCN(S(=O)(=O)c2ccc3c(c2)oc(=O)n3C)C1 (stereo not given),-1,3,-1,-3,-5,-0.2,0,-2,i,-0.5
COC(=O)c1ccn(CSc2cc(Cl)ccc2Cl)n1,31,-2,0,0,-6,-0.5,-2,1,i,-0.7
c1ccc2c(Nc3ccc4c(c3)OCCO4)c3c(nc2c1)CCCC3,-6,-15,0,8,-1,-0.4,-2,-3,i,19
CCN(CC)S(=O)(=O)c1csc(C(=O)NCc2ccccc2)c1,-5,1,-3,0,-10,-0.8,0,4,i,-1.0
COc1ccc(NC(=O)c2cc3ccccc3o2)cn1,10,1,-1,-9,3,-0.3,0,-1,i,-0.6
CC(C)C[C@H]1CN(CCCC[C@H]2CNC(=O)C(=O)N2CCc2ccc(O)cc2)C(=O)C(=O)N1Cc1ccccc1,·,1,·,13,·,-0.8,·,-2,·,-1.9
CC(Oc1ccccc1)C(=O)N1CCN(c2ccc(N3CCCCC3)nn2)CC1 (stereo not given),-17,-6,-1,-6,-8,0.0,0,-7,i,0.9
O=C(O)c1ccccc1C(=O)Nc1ccc(Oc2cccc3ccccc23)cc1,15,-5,1,2,-5,-0.8,-13,14,i,1.0
CCCCc1ccc(NC(=S)N2CCCC(CO)C2)cc1 (stereo not given),-84,-4,2,-1,3,-0.3,-2,-4,i,-1.2
COc1cc(NC(=O)CN2C(=O)NC(C)(CCC(C)C)C2=O)cc(OC)c1 (stereo not given),4,0,0,-5,7,-0.4,-6,-1,i,0.3

# Just NadD inh, Rpn11 block and MLLE-PAM2 inh, for 3 of the compounds above:
smiles	NadD inh	Rpn11 block	MLLE-PAM2 inh
c1ccc2c(Nc3ccc4c(c3)OCCO4)c3c(nc2c1)CCCC3	8	i	-6
CCN(CC)S(=O)(=O)c1csc(C(=O)NCc2ccccc2)c1	0	i	-5
CCCCc1ccc(NC(=S)N2CCCC(CO)C2)cc1 (stereo not given)	-1	i	-84

# Other entries:
SMILES,MLLE-PAM2 inh,SUMO1 PPI mod,STEP inh,NadD inh,Scp1 inh,Tb MetRS inh,DNMT1 inh,CSN inh,Rpn11 block,LMPTP block
CCc1nc2ccc(C(=O)N3CCN(C(=O)c4ccco4)CC3)cn2c1N(CCC(C)C)CCN(C)C,27,1,0,-2,·,-0.1,-2,-9,i,0.3
COc1cc(C2/C(=C(\O)c3ccc4c(c3)OCCO4)C(=O)C(=O)N2CCN2CCOCC2)cc(OC)c1OC (stereo not given),-11,-3,-1,0,7,-0.2,0,-3,i,-2.1
COc1cc(/C=N/NC(=O)c2cccc(C)c2)ccc1OCC(=O)Nc1ccccc1,1,-9,-3,3,-5,1.3,4,1,i,0.1
CC(C)C[C@@H]1NC(=O)[C@H](C(C)C)NC(=O)c2cc([N+](=O)[O-])cc(I)c2OCC[C@@H](C(N)=O)NC1=O,-15,-24,-3,-2,21,-0.4,0,-2,i,-2.2
Cn1c(-c2ccccc2)cc2onc(-c3ccccc3)c2c1=O,0,2,2,-4,3,-0.7,-3,-1,i,-1.0
O=c1c2ccccc2[nH]c(=S)n1CCC1=CCCCC1,-79,-2,-2,7,-15,-0.5,21,2,i,-0.5
Cn1nnnc1SCC(=O)Nc1nc(-c2ccc(F)c(F)c2)cs1,-4,2,2,0,-5,-0.8,-2,5,i,0.6
CNC(=O)Nc1ccccc1C(=O)Nc1ccccc1,-2,-3,0,-3,-3,0.0,3,2,i,-2.3
O=C(Nc1ccc(Nc2ccccc2)cc1)c1ccc(Br)cc1,11,1,0,5,4,-1.3,3,2,i,-1.7
COc1ccccc1-c1nc(C#N)c(N2CC(C)CC(C)C2)o1 (stereo not given),14,23,2,-10,-6,-0.6,1,-2,i,1.3
C/C(CC(=O)Nc1ccc(N(C)C)cc1)=N\NC(=O)C(=O)NCc1ccccc1,4,1,3,10,-4,-0.4,-11,-4,i,0.3
CN(NC(=O)c1ccc(Cl)cc1Cl)C1=NS(=O)(=O)c2ccccc21,7,9,-2,-2,2,-0.5,1,-2,i,-1.4
COc1cccc(-c2cc(C(=O)Nc3cc(C)n(Cc4ccc(Cl)cc4)n3)no2)c1,1,0,-2,1,-8,-0.7,-2,2,i,2.6
COc1ccc(Cl)cc1N1Cc2ccccc2C1,-7,1,-4,19,0,0.1,-2,1,i,1.1
O=C1CC(N2CCN(Cc3ccccc3)CC2)C(=O)N1c1ccccc1 (stereo not given),1,-3,-3,-5,-11,-0.4,2,1,i,-2.2
Cc1ccc(-c2csc3ncn(-n4c(C)ccc4C)c(=O)c23)o1,11,1,0,19,-2,0.8,-1,5,i,0.6
Cc1ccc(C2Cc3cc(O)c(O)cc3CN2)cc1 (stereo not given),-6,-5,1,1,-10,0.4,1,3,i,-1.2
Cc1cccc2cc(C#N)c(N3CCCC3)nc12,2,0,0,6,5,-0.9,-10,1,i,0.6
CSc1nnc(-c2ccccc2)n1N,8,-7,-8,-4,-8,-0.6,2,-2,i,-1.6
Cc1cccc(NNC(=S)Nc2ccccc2)c1,32,3,2,3,·,-0.4,5,3,i,-2.1
CCCCn1c(SCC(=O)Nc2cccc(C)n2)nnc1-c1ccco1,-1,-3,-1,1,-5,0.2,-1,2,i,0.1
Cc1sc2c(=O)n3c(nc2c1C(=O)NCCCN1CCOCC1)CCCCC3,12,0,-2,4,-2,-0.1,1,-4,i,0.4
CCn1c(SC)nnc1-c1nnc(SC)n1CC,-9,1,-2,0,-1,-0.5,2,-1,i,-0.8
COc1cccc2cc(C(C)OC(=O)Nc3ccc(C)cc3)oc12 (stereo not given),-1,-3,-2,-12,6,0.1,2,-3,i,2.4
O=c1cc(-c2ccsc2)oc2ccccc12,2,-1,0,-2,-10,-0.1,6,-3,i,-0.5
O=C(OCc1ccccc1)N1CCC2CC1c1c2cccc1N1CCOCC1 (stereo not given),7,5,1,-4,·,-1.1,7,0,i,1.5
Cc1[nH]c(C)c(S(=O)(=O)Nc2ccc(OC(F)(F)F)cc2)c1C(=O)N1CCCCC1,-18,-1,1,-3,-4,-0.4,1,-7,i,0.3
Cc1cccn2c(=O)c3cc(C(=O)NCc4ccc(F)cc4)c(=N)n(CC4CCCO4)c3nc12 (stereo not given),-8,-22,0,5,0,-0.3,7,0,i,4.5
CCN(CC)S(=O)(=O)c1ccc(/C=C/C(=O)O)cc1,-13,2,0,-6,-1,-0.2,0,5,i,0.5
Cc1ccc(C2(C)NC(=O)N(CC(=O)NCc3cccs3)C2=O)cc1 (stereo not given),2,-1,1,-3,1,-0.6,2,2,i,-0.9
O=C(Cc1c(Cl)cccc1Cl)NC1=NCCS1,-10,1,-1,-4,·,0.5,0,5,i,-2.1
Oc1ccc(N2CCN(c3ncnc4sc(-c5ccccc5)cc34)CC2)cc1,8,-7,1,19,1,-0.4,-5,6,i,3.3
Cc1nc2ncnn2c(C)c1CCC(=O)N1CCN(C(=O)c2ccco2)CC1,-2,0,-2,-5,-7,-0.2,7,4,i,-2.2
COC(=O)c1c(NC(=O)CN2C(=O)C(=O)N(CC(C)C)C2=O)sc(C)c1C,8,0,-1,-15,-5,-0.5,2,5,i,-0.3
CC1CCc2c(sc3nc(CN4CCOCC4)nc(N4CCc5ccccc5C4)c23)C1 (stereo not given),-19,10,4,37*,-3,-0.7,18,0,i,2.1
COC(=O)C1=C(O)/C(=C/c2cccc(OC)c2O)N=C1C,-8,-44,2,-5,-6,-0.9,-1,4,i,-1.4
O=C(CCCOc1ccccc1)Nc1ccc(S(=O)(=O)N2CCOCC2)cc1,-4,0,-4,-8,-4,-0.3,-3,-3,i,-2.4
COC(=O)CSc1nc(N)c2c3c(sc2n1)C(c1ccccc1)SC(c1ccccc1)C3 (stereo not given),-58,-2,-1,50*,6,0.1,32,25,·,4.2
CSc1nnc(C)c(=O)n1COC(=O)/C=C/c1ccccc1,-2,-9,-2,-3,-13,-0.4,1,0,i,0.7
COc1cc(OC)c2c(-c3cccc(-c4ccc(OC)c(F)c4)c3)cc(=O)oc2c1,-2,7,2,-1,-7,0.4,-2,-3,i,1.5
CCOc1ccc(CCNC(=O)COC(=O)c2cccnc2OCC)cc1OCC,-5,-1,0,-3,-4,-1.2,0,-1,i,-0.2
Cc1ccc(/C=C(\C#N)C(=O)NCCN2CCOCC2)cc1,1,-7,2,2,-5,0.9,-1,-7,i,-1.4
O=c1[nH]c(C(F)(F)F)nc2c1nc1n2CCC1,10,9,2,-2,·,-0.1,4,2,i,-0.8
CCOC(=O)[C@H]1[C@H]2COc3ccc(C)cc3[C@@H]2N2C(=O)CN(Cc3ccc(OC)cc3)C(=O)[C@@]12C,-20,5,0,-4,-9,0.0,-4,2,i,1.5
CC1CCCC(NC(=O)C2CC(=O)N(Cc3ccccc3)C2)C1C (stereo not given),-1,-23,1,4,-10,-0.3,0,-5,i,-8.4
COc1ccc(CCN(C)C2CC(=O)N(c3ccccc3)C2=O)cc1OC (stereo not given),1,-3,-3,-10,-13,0.1,-1,2,i,-0.2
